# Screening results from PubChem.
# TR-FRET SRC-2 ct = flags TR-FRET format artefacts in PPARgamma SRC-2 recruitment agonist screen | TR-FRET artefact counter-screen; hits give high values | actives 0.4% (n = 200,000) | TR-FRET ratio at 8 µM | AID 1049; in the data active means TR-FRET ratio above about 2000; further: inactives centre near 1500
# PMI act = activators of human phosphomannose isomerase. activation factor at 20 µM. purified human PMI, coupled resazurin fluorescence, 20 min; hits give high values; 1 = vehicle control, 0 substrate-free wells. actives 0.005% (n = 190,000). P34949;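 active means activation factor of 2 or more at 20 µM, relative to plate controls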
# ROMK primary = human ROMK K+ channel modulation, primary screen. P48048. Tet-inducible ROMK, thallium flux fluorescence; actives lie on both sides. B-score at 10 µM. actives 2% (n = 130,000);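 active means signal ratio slope over the read window, or its plate-corrected B-score, at least 3 SD from the plate mean, either direction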;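 further: B-score of the F/F0 ratio slope over 7 to 12 s after thallium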
# Target sequence (P48048 whole entry, looked up): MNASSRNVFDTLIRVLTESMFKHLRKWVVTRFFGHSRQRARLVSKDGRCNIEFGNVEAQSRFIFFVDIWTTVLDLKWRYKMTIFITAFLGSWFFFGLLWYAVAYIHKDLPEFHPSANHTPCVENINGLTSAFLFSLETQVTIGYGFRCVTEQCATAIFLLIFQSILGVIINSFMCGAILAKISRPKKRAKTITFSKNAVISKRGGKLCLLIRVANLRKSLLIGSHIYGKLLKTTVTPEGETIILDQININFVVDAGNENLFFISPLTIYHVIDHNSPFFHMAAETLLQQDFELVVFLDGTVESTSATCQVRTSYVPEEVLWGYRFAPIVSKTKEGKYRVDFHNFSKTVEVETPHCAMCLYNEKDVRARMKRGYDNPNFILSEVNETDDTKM
# PPARg SRC-1 ag = promotes SRC-1 coactivator recruitment by human PPARgamma; PPARgamma-SRC-1 coactivator recruitment biochemical assay; activation, % at 8 µM; actives 0.41% (n = 200,000); AID 631; in the data active means activation above about 19%;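 further: 0% = DMSO and 100% = reference agonist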
# PPARg SRC-3 ag = promotes SRC-3 coactivator recruitment by human PPARgamma; P37231; biochemical PPARgamma/SRC-3 coactivator recruitment assay; activation, % at 8 µM; actives 0.26% (n = 200,000); AID 731; in the data active means activation above about 23%;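 further: 0% = DMSO and 100% = reference agonist; some compounds past the cut are filed as inactive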
# Diaphorase act = diaphorase activation or chemical reduction counter-screen; AID 1229; Diaphorase/resazurin coupled assay, resorufin fluorescence, 16 min; hits give high values; 1 = vehicle wells, 0 = NADH-free wells; actives 0.005% (n = 190,000); activation factor at 20 µM;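 active means diaphorase activity raised at least twofold by the compound at 20 µM; inactive means activation factor below 2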
#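 Test system: Clostridium kluyveri diaphorase, purified enzyme. Buffer or medium: 50 mM HEPES pH 7.4 buffer plus MgCl2 and Tween 20. Also added: 0.114 mM NADH and 0.1 mM resazurin, final amounts. Dosing: compound 20 µM once, DMSO 1%. Schedule: 16 min enzyme reaction, ambient temperature. Detection: fluorescence of resorufin, 544 nm excitation, 590 nm emission.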
# Diaph inh CS = diaphorase inhibition or chemical oxidation counter-screen; diaphorase resazurin-to-resorufin fluorescence, NADH, 16 min; bacterial (C. kluyveri) enzyme, not human; inhibition, % at 20 µM; actives 0.69% (n = 190,000);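 active means primary screen inhibition at 20 µM above a set limit, cut at about 50% in these data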;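 further: plate controls were DMSO with full reaction for no effect and wells lacking NADH for full effect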
#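 Test system: Clostridium kluyveri diaphorase enzyme / Quantity: diaphorase at 0.14 U/mL in enzyme working solution / Incubation: 16-min room-temperature incubation before reading / Benchmarks: NADH-free wells as positive control, DMSO-only neutral wells / Signal: resorufin fluorescence 544/590 nm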
# S1P3 antag = S1P3 (human) receptor antagonism; Q99500; CHO S1P3 NFAT-BLA reporter, FRET fluorescence, antagonist mode; inhibition, % at 4.98 µM; actives 0.27% (n = 170,000);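 active means inhibition above the plate cutoff, the mean inhibition of test wells on that plate plus 3 SD, cut at about 28% in these data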;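 further: cells challenged with S1P at its EC80 of 0.8 µM; blue over green emission ratio from cleaved BLA substrate after 4 h stimulation; 0% = S1P-stimulated wells and 100% = unstimulated DMSO-only wells; some compounds past the cut are filed as inactive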
# Target sequence (Q99500 whole entry, looked up): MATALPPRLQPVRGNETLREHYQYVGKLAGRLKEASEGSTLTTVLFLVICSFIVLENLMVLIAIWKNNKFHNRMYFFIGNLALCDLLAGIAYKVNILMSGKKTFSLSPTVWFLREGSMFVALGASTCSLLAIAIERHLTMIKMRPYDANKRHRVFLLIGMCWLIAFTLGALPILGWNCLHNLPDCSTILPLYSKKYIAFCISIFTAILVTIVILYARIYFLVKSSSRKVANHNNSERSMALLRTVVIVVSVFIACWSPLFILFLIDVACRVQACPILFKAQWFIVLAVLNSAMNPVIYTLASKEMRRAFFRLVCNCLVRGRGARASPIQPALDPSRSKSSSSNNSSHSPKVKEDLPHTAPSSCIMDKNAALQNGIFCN
# PPARg SRC-2 ag = PPARgamma-driven SRC-2 recruitment agonism; P37231; PPARgamma LBD-SRC-2 recruitment, biochemical; activation, % at 8 µM; actives 0.34% (n = 200,000); AID 1032; in the data active means activation above about 22%;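 further: 0% = vehicle and 100% = reference agonist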
# PMI act hi M6P = activators of human phosphomannose isomerase at near-saturating mannose 6-phosphate; coupled PMI enzyme assay, resazurin fluorescence, 20 min; hits give high values; 1 = untreated enzyme, 0 = substrate-free blank; activation factor at 20 µM; actives 0.34% (n = 190,000); AID 1216;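 active means activation factor of 2 or more at 20 µM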
#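 Material: human phosphomannose isomerase with PGI, G6PDH, diaphorase coupling enzymes / Reagent: Man-6-P substrate 1.0 mM / Dosing: single compound dose of 20 µM, 1% DMSO final / Incubation: enzyme reaction with compound 20 min at room temperature / Signal: resorufin fluorescence (Ex 544/Em 590 nm) from resazurin via diaphorase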
# G6PDH CS = L. mesenteroides G6PDH inhibition counter-screen; Purified L. mesenteroides G6PDH, diaphorase/resazurin coupled fluorescence, 45 min; inhibition, % at 5 µM; actives 0.12% (n = 200,000); in the data active means inhibition above about 50%
# An asterisk follows results filed as active; . = not tested or not shown.
entry	SMILES	TR-FRET SRC-2 ct	PMI act	ROMK primary	PPARg SRC-1 ag	PPARg SRC-3 ag	Diaphorase act	Diaph inh CS	S1P3 antag	PPARg SRC-2 ag	PMI act hi M6P	G6PDH CS
1	O=C(CCn1ccnc1)Nc1nc2ccccc2[nH]1	1421	1	-0.64	5	-2	1	0	-3	-2	1	2
2	Cn1cc(CNCc2cn[nH]c2-c2ccc(F)cc2)c(-c2ccc3c(c2)OCCO3)n1	1647	1	-2.4	4	-3	0.9	14	7	6	1	12
3	Cc1nn(CC(O)Cn2c3c(c4ccccc42)CCN(C)C3=O)c(C)c1Br (stereo not given)	1662	1	.	3	3	0.8	16	1	-3	1.1	-2
4	CCOCCCNC(=O)C1CCC(CNS(=O)(=O)c2ccc(OC)cc2)CC1 (stereo not given)	1636	0.9	0.055	6	2	1	4	-3	6	0.9	8
5	NNC(=O)CN1C(c2ccc(Br)cc2)=Nc2ccc(Br)cc2C1c1ccccc1 (stereo not given)	1674	0.9	-0.89	10	0	0.9	6	-16	10	0.9	-9
6	Nc1nonc1C(=O)NCCNCc1ccccc1OCc1ccccc1F	1732	1	.	-1	6	0.9	13	5	12	0.9	5
7	Cc1ccsc1/C=N/n1c(-c2ccccc2)n[nH]c1=S	1362	1.1	0.97	14	2	0.8	18	-15	1	1	3
8	CCCCc1ccc(Nc2ncccc2C#N)cc1	1371	0.9	.	-3	-4	0.8	17	.	-1	0.9	0
9	CS(=O)(=O)N(Cc1ccccc1)c1ccccc1C(=O)N1CCN(c2ccccc2)CC1	1490	0.9	-1.1	-3	-4	0.9	12	.	7	1	10
10	O=C(CSc1nnc(Cc2ccccc2)n1-c1cccc(Cl)c1)N1CCOCC1	1562	0.9	.	-2	-13	1	-2	-1	-5	1	5
11	CC1=CCC2C(=O)N(c3nc4ccccc4n3C)C(=O)C2C1 (stereo not given)	1572	1	.	-6	4	0.9	10	-2	-6	0.9	-11
12	CCCCCOC(=O)c1[nH]c2c(c1C)C(=O)CC(c1ccco1)C2 (stereo not given)	1547	1.1	2.1	5	6	1	2	46	15	1	10
13	O=C1CN(C(=O)c2cccs2)c2ccccc2N1	1656	1	.	-3	4	0.9	12	-27	3	1	0
14	Cc1noc(C)c1COC(=O)[C@@H](NC(=O)c1ccccc1)C(C)C	1605	1.1	0.95	11	2	1	-2	-14	6	1.1	5
15	CC(c1ccccc1)N1CCC(CNC(=S)Nc2cccc(Cl)c2)C1 (stereo not given)	1521	0.9	-1.7	-1	0	1	4	5	8	1	4
16	Cc1nn2c3ccccc3nc2c2ccccc12	1670	1	0.23	-4	-2	0.9	14	.	2	1	1
17	CC(=O)N1N=C(c2ccc(NS(C)(=O)=O)cc2)CC1c1ccc2nccnc2c1 (stereo not given)	1383	.	-0.11	-4	-2	.	.	-4	-10	.	2
18	O=C1c2ccccc2C(=O)N1CCCc1nc(-c2cccnc2)no1	1452	1	-0.013	-3	-13	1	-2	-16	4	1	2
19	Cc1c(C#N)c(N=CN(C)C)c(C(=O)c2ccc(Br)cc2)n1-c1ccc(Cl)cc1	1705	0.9	-0.24	4	-2	0.8	16	.	12	0.9	7
20	CC(=O)NCCc1nc2ccccc2n1CCc1ccccc1	1590	0.9	.	4	4	1	-2	-11	7	1	11
21	Cc1c(NC(=O)/C(C#N)=C/c2cccs2)c(=O)n(-c2ccccc2)n1C	1653	1	.	-1	5	0.9	11	-22	8	0.9	1
22	Cc1c(Cl)cccc1NC(=O)c1cc(-c2ccccc2O)n[nH]1	1616	1	0.1	-1	11	0.9	13	.	0	1	3
23	CCOc1ccc(OCC)c(NC(=O)C(NS(=O)(=O)c2ccc3c(c2)oc(=O)n3C)C(C)C)c1 (stereo not given)	1609	0.9	.	10	-3	1	2	-21	3	1	2
24	O=C(O)CCc1ccc(-c2cccs2)n1Cc1ccco1	1435	0.9	.	-1	-2	0.9	7	5	-6	1	-4
25	CCOC(=O)/C=C1\SCC(=O)N1CC(=O)Nc1ccc(C(C)C)cc1	1370	1	-1.5	0	1	0.8	15	.	2	1	4
26	CCOc1ccc(C2CC(c3ccc(F)cc3)n3ncnc3N2)cc1 (stereo not given)	1628	0.9	-0.44	6	4	0.9	14	-30	7	0.9	25
27	Cc1cc(C)c2c(n1)nn1c(N3CCN(c4ccccc4C)CC3)cc(C)nc21	1691	.	0.16	6	3	.	.	15	5	.	.
28	O=c1[nH]c2ccccc2nc1Cc1ccccc1	1605	1.2	-1.1	8	16	1	-2	8	10	1	12
29	CCN(CC)C(=O)CSc1nnc(C2CCCCC2)o1	1593	0.9	.	3	-2	0.9	9	.	6	0.9	3
30	Cc1ccc(/C=C/C(=O)OCC(=O)Nc2ccccc2Sc2ccccc2)cc1	1582	0.9	0.013	-4	5	0.8	22	-8	-20	0.8	7

# Carrying on.
entry	SMILES	TR-FRET SRC-2 ct	PMI act	ROMK primary	PPARg SRC-1 ag	PPARg SRC-3 ag	Diaphorase act	Diaph inh CS	S1P3 antag	PPARg SRC-2 ag	PMI act hi M6P	G6PDH CS
31	O=C(NCc1cccnc1)c1cccc2c1C(=O)N(Cc1cccnc1)C2	1505	1	0.2	-2	-13	0.9	10	.	5	1	-1
32	COc1cc(/C=N/NC(=O)CCN2CCN(c3ccccc3)CC2)cc(OC)c1OC	1468	1	0.13	8	1	0.9	7	-8	-1	1	-2
33	Cc1ccc(NC(=S)Nc2ccc(Cl)c(Cl)c2)c(OC(F)F)c1	1539	0.9	.	2	4	0.9	11	14	3	1	1
34	O=C(Nc1ccc(Cl)cc1)[C@@H]1[C@@H]2C(=O)N(c3ccc(Cl)cc3)C(=O)[C@@H]2[C@H]2C=CC=NN21	1433	1.6	-0.65	11	0	0.9	14	.	3	1.9	2
35	CC1=Nc2nc(N3CCCCC3)c(C#N)c3c4c(nc(c23)N1)N(c1ccc(C(C)C)cc1)C(=O)C4	1519	0.4	.	5	-3	0.2	81*	-3	-1	0.4	12
36	CC(C)C(=O)NC(=S)Nc1nnn(C)n1	1456	1	1.7	-1	4	0.9	13	2	-5	1.1	9
37	COc1cccc(-c2cc(C(F)(F)F)n3nc(C(=O)N4CCCCC4c4cccnc4)cc3n2)c1 (stereo not given)	1580	0.9	-0.38	-4	-1	0.8	21	-16	-6	0.9	8
38	C(=N\Nc1nc2ccccc2[nH]1)/c1ccccn1	1650	1.3	0.31	5	1	1	-4	3	16	1.3	9
39	CCOc1ccccc1CNC(=O)c1nn(CC)cc1[N+](=O)[O-]	1609	1	-0.12	8	0	0.8	16	-10	1	0.9	8
40	NS(=O)(=O)c1ccc(NC(=O)N[C@@H](Cc2ccccc2)C(=O)O)cc1	1556	1.1	.	3	6	0.9	13	-7	4	1.1	-4
41	COC(=O)Nc1nc(-c2ccccc2)c(C(=O)c2ccc(Cl)cc2)s1	1463	0.8	2	1	12	0.9	13	.	0	0.9	-1
42	Cc1nc2ccc(Cl)cc2c(-c2ccccc2)c1CC(=O)O	1658	1.2	0.9	-6	-3	1	2	-3	1	1.2	-8
43	CC(=O)NCCNC(=O)C1CCCCN1S(=O)(=O)c1ccccc1 (stereo not given)	1563	1	1.4	0	2	1	0	-18	-8	1	0
44	OCC1CCCN(C(=S)Nc2ccc(OC(F)F)cc2)C1 (stereo not given)	1600	0.9	.	13	1	0.8	16	0	4	0.9	-12
45	O=C(Cn1nc(-c2ccccc2)ccc1=O)NCc1ccc2c(c1)OCO2	1696	0.9	-1	6	-2	0.8	16	-5	5	0.9	5
46	CC(/C=N/NC(=O)c1cccs1)=C\c1ccccc1	1589	1.1	-0.33	-8	1	1	4	-7	-5	1.1	-2
47	CCOC(=O)c1ccc(S(=O)(=O)N2CCN(C(C)=O)CC2)cc1	1586	1	-0.23	-4	2	1	0	-9	3	1	14
48	COc1ccc2[nH]c(=O)c(CN(CC3CCCO3)C(=O)Nc3ccc(F)cc3)cc2c1 (stereo not given)	1595	0.8	.	8	5	0.8	22	1	3	0.8	-11
49	Cc1nnc(SCC(=O)NC(=O)NCCC(C)C)s1	1782	1.1	-0.51	1	6	0.8	15	5	11	1	6
50	COc1ccc(S(=O)(=O)N(C)CC(=O)Nc2ccc3c(c2)OCO3)cc1	1378	1.1	-0.32	6	-1	1.1	-5	.	0	1.1	-2
51	CC(C)Oc1ccc(/C=N/NC(=O)C2CCCN2S(=O)(=O)c2ccc(Cl)cc2)cc1 (stereo not given)	1553	0.8	-0.77	2	1	0.7	26	.	-1	0.8	-1
52	Nn1c(Cc2cccc3ccccc23)nnc1SCCOc1ccc(F)cc1	1535	0.9	-1.1	7	8	0.7	25	1	6	0.9	-6
53	C#CCNC(=O)C1CCN(c2ccc(S(=O)(=O)N3CCOCC3)cc2Cl)CC1	1490	1	1.6	6	4	1	-3	-5	1	1	6

# Arranged by formula weight (largest number first): 8 of the compounds above.
entry	SMILES	TR-FRET SRC-2 ct	PMI act	ROMK primary	PPARg SRC-1 ag	PPARg SRC-3 ag	Diaphorase act	Diaph inh CS	S1P3 antag	PPARg SRC-2 ag	PMI act hi M6P	G6PDH CS
34	O=C(Nc1ccc(Cl)cc1)[C@@H]1[C@@H]2C(=O)N(c3ccc(Cl)cc3)C(=O)[C@@H]2[C@H]2C=CC=NN21	1433	1.6	-0.65	11	0	0.9	14	.	3	1.9	2
51	CC(C)Oc1ccc(/C=N/NC(=O)C2CCCN2S(=O)(=O)c2ccc(Cl)cc2)cc1 (stereo not given)	1553	0.8	-0.77	2	1	0.7	26	.	-1	0.8	-1
32	COc1cc(/C=N/NC(=O)CCN2CCN(c3ccccc3)CC2)cc(OC)c1OC	1468	1	0.13	8	1	0.9	7	-8	-1	1	-2
53	C#CCNC(=O)C1CCN(c2ccc(S(=O)(=O)N3CCOCC3)cc2Cl)CC1	1490	1	1.6	6	4	1	-3	-5	1	1	6
52	Nn1c(Cc2cccc3ccccc23)nnc1SCCOc1ccc(F)cc1	1535	0.9	-1.1	7	8	0.7	25	1	6	0.9	-6
45	O=C(Cn1nc(-c2ccccc2)ccc1=O)NCc1ccc2c(c1)OCO2	1696	0.9	-1	6	-2	0.8	16	-5	5	0.9	5
31	O=C(NCc1cccnc1)c1cccc2c1C(=O)N(Cc1cccnc1)C2	1505	1	0.2	-2	-13	0.9	10	.	5	1	-1
47	CCOC(=O)c1ccc(S(=O)(=O)N2CCN(C(C)=O)CC2)cc1	1586	1	-0.23	-4	2	1	0	-9	3	1	14
